NRP1-CendR mod: alters CendR peptide binding to human NRP-1; O14786; FAM-RPARPAR peptide binding to NRP-1, fluorescence polarization; inhibition, % at 25 µM; 0.85% of 360,000 active;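 active = inhibition or corrected inhibition above about 18%, plus a signal ratio from 0.5 to 1.5, limit read from the data, passing the limit was not always enough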; note: strong numbers were not always called active
Target sequence (O14786 whole entry, looked up): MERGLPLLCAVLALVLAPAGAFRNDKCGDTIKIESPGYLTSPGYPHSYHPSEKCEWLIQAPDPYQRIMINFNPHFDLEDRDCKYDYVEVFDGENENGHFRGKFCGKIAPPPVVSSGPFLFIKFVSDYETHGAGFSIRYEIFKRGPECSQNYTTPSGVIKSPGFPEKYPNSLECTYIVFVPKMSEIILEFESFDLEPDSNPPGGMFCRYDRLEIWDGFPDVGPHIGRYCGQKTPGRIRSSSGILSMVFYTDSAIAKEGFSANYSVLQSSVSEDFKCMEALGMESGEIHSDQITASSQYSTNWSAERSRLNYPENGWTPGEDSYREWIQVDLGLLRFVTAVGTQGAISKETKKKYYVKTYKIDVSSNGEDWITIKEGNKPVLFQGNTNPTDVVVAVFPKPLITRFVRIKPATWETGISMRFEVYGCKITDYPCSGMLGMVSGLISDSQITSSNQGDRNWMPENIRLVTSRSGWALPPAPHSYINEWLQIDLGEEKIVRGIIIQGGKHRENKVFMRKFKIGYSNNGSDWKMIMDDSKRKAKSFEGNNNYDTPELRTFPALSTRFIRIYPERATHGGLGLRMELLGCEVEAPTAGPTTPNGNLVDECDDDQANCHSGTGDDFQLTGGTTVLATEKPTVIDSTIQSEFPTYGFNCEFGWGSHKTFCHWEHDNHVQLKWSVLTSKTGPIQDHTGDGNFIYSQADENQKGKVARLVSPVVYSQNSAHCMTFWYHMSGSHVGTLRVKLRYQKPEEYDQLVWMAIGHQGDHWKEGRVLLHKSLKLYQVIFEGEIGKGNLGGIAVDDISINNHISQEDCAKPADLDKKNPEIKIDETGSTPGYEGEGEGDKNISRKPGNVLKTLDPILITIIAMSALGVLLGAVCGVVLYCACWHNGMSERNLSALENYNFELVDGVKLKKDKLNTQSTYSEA
Neddylation inh: cullin neddylation inhibition. TR-FRET cullin neddylation, biochemical. calls only at 25 µM. 0.58% of 360,000 active; in the data active = inhibition above about 36%
eLon inh: inhibits E. coli Lon protease; P0A9M0; purified E. coli Lon protease, fluorescence polarization; 0.42% of 360,000 active; inhibition, % at 7.94 µM; in the data active = inhibition above about 13%, passing the limit was not always enough;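 note: 0% = enzyme with probe and DMSO and 100% = no enzyme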
SKN-1 block: C. elegans SKN-1 inhibition. C. elegans VP596 Pgst-4::GFP/RFP ratio, acrylamide-induced, 24 h. inhibition, % at 21.8 µM. 0.49% of 360,000 active;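 active = interference check ratio from 0.5 to 1.5 plus GFP to RFP signal ratio inhibition reaching or exceeding a fixed threshold, cut at about 30% in these data, passing the limit was not always enough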; note: some compounds called inactive have numbers as strong as hits
MsrA inh: inhibitors of bovine MsrA | 0.75% of 360,000 active | purified bovine MsrA, absorbance read-out | inhibition, % at 15.5 µM; in the data active = inhibition above about 4.5%;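 note: 0% = vehicle wells with enzyme and 100% = reference inhibitor wells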
bovine MsrA act: activators of bovine methionine sulfoxide reductase A; purified bovine MsrA, absorbance read-out; 0.3% of 360,000 active; activation, % at 10.6 µM; AID 602163; in the data active = activation above about 7.5%;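 note: 0% = vehicle and 100% = reference activator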
Rin1 Abl inh: inhibitors of human Rin1-Abl protein interaction; inhibition, % at 7.35 µM; TR-FRET Rin1/Abl binding, biochemical; 0.4% of 360,000 active; P00519+Q13671; in the data active = inhibition above about 5%, passing the limit was not always enough
FAS-TE inh: blocks the thioesterase domain of human fatty acid synthase. P49327. recombinant FAS-TE, OMFH fluorogenic substrate, fluorescence endpoint. inhibition, % at 15 µM. 0.67% of 360,000 active. AID 602261;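 active = compounds whose normalised, plate-corrected inhibition of enzyme fluorescence in the single-dose primary screen is 50% or more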;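 note: 0% = DMSO with enzyme and 100% = substrate without enzyme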
MT1-MMP act inh: MT1-MMP (human) activation inhibition; 0.061% of 360,000 active; AID 651647; HT1080 RFP-PRO-GFP cells, GFP/RFP ratio fluorescence, overnight; percent of plate control window, DMSO zero; GFP/RFP ratio change, % at 20 µM; P50281;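 active = GFP/RFP ratio change of at least 30% with cell ATP level not reduced by more than half and red fluorescence within 50% of control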; note: strong numbers were not always called active
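Assay system – RFP-PRO-GFP reporter HT1080 cells · Compound dosing – single dose of 20 µM compound, 1% DMSO final · Incubation – overnight compound exposure at 37 °C · Measure – GFP/RFP fluorescence ratio · Benchmarks – DMSO wells and RFP-L50D-GFP cells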
Active calls of the source: *; i = inactive; / = no result given. The order is random; overall some 4.2% were active at least once.

SMILES	NRP1-CendR mod	Neddylation inh	eLon inh	SKN-1 block	MsrA inh	bovine MsrA act	Rin1 Abl inh	FAS-TE inh	MT1-MMP act inh
O=S(=O)(Nc1nc2c(s1)CCCC2)c1ccc2ccccc2c1	-7	i	1	-1	-1.5	1	1	3	1
O=C(Nc1nnc(-c2ccccc2)s1)c1cccc(S(=O)(=O)N2CCOCC2)c1	-7	i	-8	25	2.3	-6	1	-5	1
CCN1CCN(c2ccc(S(=O)(=O)N3CCCCC3)cc2NC(=O)COc2ccc(Cl)cc2)CC1	-6	i	-8	31	1.8	-3	2	18	2
Cc1ccc(NC(=O)CSc2ccc(S(=O)(=O)N3CCCC3)cn2)cc1F	2	i	-8	-2	0.6	-2	-1	-8	-1
CC(C)(C)c1ccc(NC(=O)CSc2nnc(-c3n[nH]c4ccccc34)o2)cc1	2	i	-1	0	0.1	6	-1	-44	1
CCOC(=O)C1=C(Nc2ccc(OC)cc2)OCC1=O	5	i	-4	12	-0.9	-4	3	-1	0
COc1ccc(-c2cc(C(=O)NCc3ccco3)no2)cc1OC	-1	i	-3	11	1.6	-6	3	-4	1
CC1(c2ccccc2Cl)NC(=O)N(CC(=O)Nc2ccc(N3CCCCC3)cc2)C1=O (centres undefined)	-3	i	-7	10	-0.2	-1	-1	-2	3
COc1ccc(Cl)cc1NC(=O)CN(C)CC(=O)Nc1ccc2c(c1)OCO2	4	i	3	-7	0.8	-1	3	8	1
CCc1nc2c(OCC3COc4ccccc4O3)cccn2c1N(C)C(=O)c1ccc(OC)cc1 (centres undefined)	-12	i	7	20	-1.8	0	-3	2	-3
CC(=O)Nc1cccc(C(=O)NC(C)c2ccc(-n3ccnc3)cc2)c1 (centres undefined)	-6	i	6	-21	-0.2	-6	3	-6	-1
COc1ccccc1-c1nnc(Sc2nc([N+](=O)[O-])nn2C)o1	-7	i	-1	12	-0.4	-2	6	3	-5
O=C1CC(=O)C(n2cncn2)C(c2cccc(Cl)c2)C1 (centres undefined)	3	i	-9	5	-0.1	0	-4	-10	3
O=C(COC(=O)c1ccccc1O)NC12CC3CC(CC(C3)C1)C2	-7	i	0	-5	-1.1	-3	-5	12	6
COC(=O)Cn1cc(C(=O)c2cccs2)c2ccccc21	6	i	-5	22	2.1	-1	0	-2	4
COc1cc([N+](=O)[O-])ccc1NC(=O)CSc1nccn1C	-7	i	12	6	0.8	-4	4	-2	4
CCOC(=O)C1=C(C)c2ccccc2OC1C(=O)OCC (centres undefined)	3	i	-5	-4	2.1	-5	-5	-4	3
CCOC(=O)NC(Nc1ccc(S(N)(=O)=O)cc1)(C(=O)OCC)C(F)(F)F (centres undefined)	4	i	-9	0	0.1	-10	1	-5	-2
Cc1nn(-c2ccccc2)c(C)c1/C=N/NC(=O)c1cc(C23CC4CC(CC(C4)C2)C3)[nH]n1	6	i	-11	13	-0.3	-13	-1	16	-1
CC(C)(C)C1CCC(=O)N(CCC#N)CC1 (centres undefined)	9	i	-16	0	1.3	-1	1	-7	-5

Shown with two lines to a compound: entries from further up
Results follow in this order: NRP1-CendR mod, Neddylation inh, eLon inh, SKN-1 block, MsrA inh, bovine MsrA act, Rin1 Abl inh, FAS-TE inh, MT1-MMP act inh
CC(C)(C)c1ccc(NC(=O)CSc2nnc(-c3n[nH]c4ccccc34)o2)cc1
 : 2, i, -1, 0, 0.1, 6, -1, -44, 1
Cc1nn(-c2ccccc2)c(C)c1/C=N/NC(=O)c1cc(C23CC4CC(CC(C4)C2)C3)[nH]n1
 : 6, i, -11, 13, -0.3, -13, -1, 16, -1
O=C1CC(=O)C(n2cncn2)C(c2cccc(Cl)c2)C1 (centres undefined)
 : 3, i, -9, 5, -0.1, 0, -4, -10, 3

(cont.)
SMILES	NRP1-CendR mod	Neddylation inh	eLon inh	SKN-1 block	MsrA inh	bovine MsrA act	Rin1 Abl inh	FAS-TE inh	MT1-MMP act inh
COCCCNC(=O)/C(C#N)=C/c1cccc(NC(=O)c2ccccc2Cl)c1	-12	i	4	14	0.4	-3	-2	-4	3
O=C(NCCc1ccc(Cl)cc1)C1CCN(S(=O)(=O)c2ccc(Br)s2)CC1	4	i	2	-4	-0.1	-4	1	31	-7
Cc1csc(N(C(=O)CCNC(=O)c2ccc([N+](=O)[O-])cc2)c2ccccc2)n1	-2	i	14	3	1.0	-5	0	72*	-1
O=C(c1ccc(OC2CCN(CCc3ccccc3)CC2)cc1)N1CCCC1	-1	i	1	11	1.3	-1	-3	-3	-6
N#Cc1ccccc1OCC(=O)N(C1CCCCC1)C1CCS(=O)(=O)C1 (centres undefined)	-1	i	-9	-6	-0.1	-5	0	-5	2
Cc1ccc(-n2ncc(-c3n[nH]c(=S)o3)c2N)cc1C	5	i	-6	5	-0.3	0	1	-8	6
C/C=C1\COC(C(=O)NCc2ccccc2)(C(F)(F)F)C=C1C=C1CCCCC1 (centres undefined)	-2	i	7	10	0.2	-6	4	18	-2
COc1ccccc1NC(=O)CSC1=NC(=O)C(Cc2ccccc2)C(=O)N1 (centres undefined)	2	i	-3	19	0.2	1	4	-2	-1
COc1cccc(CNC(=O)CN(c2cc(C)cc(C)c2)S(=O)(=O)c2c(C)noc2C)c1	-14	i	-3	-15	1.3	-12	-1	8	-2
O[C@@H](c1cc(C(F)(F)F)nc2c(C(F)(F)F)cccc12)[C@H]1CCCCN1	5	i	-8	-3	-1.2	0	1	6	-12
O=C(Nc1ccccn1)c1cccc(S(=O)(=O)N2CCOCC2)c1	1	i	3	16	-1.0	-3	-1	0	0
Cc1ccc(SCc2c(C(=O)N/N=C/c3cccnc3)nnn2-c2nonc2N)cc1	0	i	-7	3	-0.9	-4	2	3	2
O=C1NC(=O)c2cc([N+](=O)[O-])cc3cccc1c23	18	i	-9	9	1.6	-8	-5	-9	-55
Cc1cc(OCC(=O)OCC(=O)NCC2CCCO2)ccc1Cl (centres undefined)	0	i	3	-1	-0.1	-1	1	-8	-1
CCCNC(=O)C1(C)CCN(C(=O)c2ccc(OC)cc2OC)C1 (centres undefined)	-9	i	-8	9	-0.2	-8	-5	-7	1
COc1ccc(-c2cc(=O)c3ccc(O)cc3o2)cc1	-19	/	-1	-9	4.0	-10	-3	-11	-18
CCOc1ccc2nc(N/C(N)=N/S(C)(=O)=O)nc(C)c2c1	-2	i	-5	-11	-0.1	-8	1	-3	3
CCCCCN(C(=O)CCC(=O)OCC(=O)N1CCCCC1)c1c(N)n(CCCC)c(=O)[nH]c1=O	2	i	6	9	3.1	-4	0	-2	-3
COc1cc2c(=O)[nH]c3cc([N+](=O)[O-])ccc3c2cc1[N+](=O)[O-]	-15	i	-4	5	0.8	-2	-5	9	3
O=C(NCCOc1ccccc1)C1CCC(=O)N(CCCN2CCOCC2)C1 (centres undefined)	4	i	-9	2	-0.1	-3	2	-9	-2
Cc1cccc(N2CC(O)(c3cccs3)[N+]3=C2CCCC3)c1 (centres undefined)	-6	i	-13	-5	-0.9	-2	-2	-6	-5
C[C@@H]1CN([C@@H](C)CO)C(=O)CCCn2cc(nn2)CO[C@H]1CN(C)C(=O)OCc1ccccc1	2	i	5	-15	-0.9	-2	-4	-8	4
O=C(O)c1c(NC(=O)N2CCCC2)sc2c1CCCC2	-5	i	-6	6	-0.4	-2	2	-1	1
CCC(C)NCCOCCOc1ccc(F)cc1 (centres undefined)	-2	i	3	3	-0.1	0	4	-4	-2
Cc1nc(C(F)(F)F)ccc1C(=O)N1CCC1(C)C(=O)NS(=O)(=O)c1ccc(F)cc1F (centres undefined)	11	i	-2	10	-1.3	-2	-1	-7	1
c1ccn2c(SCc3cn4ccsc4n3)nnc2c1	2	i	-8	5	1.0	-3	1	-7	0
NNC(=O)CCS(=O)(=O)c1ccc2ccccc2c1	6	i	1	-24	-0.6	-3	-1	-11	3
CCN(CC)C(=O)c1c2c(nc3ccccc13)-c1ccccc1CC2	-2	i	-3	-3	3.5	-6	1	0	-6
COc1ccc(-c2ccc(C(=O)NCc3ccc(F)c(F)c3)c3occc23)c(C)c1	-8	i	8	11	-0.2	-1	-2	21	-3
COc1ccc(C(=O)Nc2ccc(C3(C#N)CCCC3)cc2)cc1OC	8	i	-7	24	0.7	-1	-1	13	4
O=C(N/N=C/c1c(Cl)cccc1Cl)c1n[nH]c2c1CCCC2	0	i	-2	6	1.4	-2	0	2	3
CC(C)c1ccccc1NC(=O)COC(=O)c1ccc(Cl)c(S(=O)(=O)N2CCCCCC2)c1	8	i	-10	4	0.6	-3	1	40	0
Cc1csc(SCc2nnc(-c3ccc(Cl)cc3)o2)n1	9	i	-2	15	-1.0	-2	2	-4	2
CCC(=O)Nc1nonc1-c1nc2ccccc2n1CC(C)C	-6	i	-9	-1	-0.2	1	1	6	-14
CCSc1nc2ccccc2n1CC(=O)N1CCOCC1	2	i	-6	10	-1.9	-3	2	-11	3
COc1ccccc1CC(=O)Nc1ncc(C)s1	0	i	-6	18	-0.9	-2	3	-2	-6
COc1ccc(OC)c(NC(=O)Nc2cnccn2)c1	-4	i	-8	5	0.2	-4	1	-3	0
Cc1ccc(Cn2c(O)c(N=O)c3ccccc32)cc1	-8	i	0	9	-1.2	-2	-2	-174	-11
CC(C)CCNC(=O)c1cc2c(s1)-c1ccccc1S(=O)(=O)C2	11	i	3	0	1.1	0	-1	5	3
N#Cc1ccc(OCC(=O)N2CCN(S(=O)(=O)c3ccc(Cl)s3)CC2)cc1	0	i	-6	-19	-0.9	-2	4	8	-4

Four compounds out of the list above, sorted by the value under bovine MsrA act, largest number first:
canonical_smiles | bovine MsrA act
COc1cc2c(=O)[nH]c3cc([N+](=O)[O-])ccc3c2cc1[N+](=O)[O-] | -2
O=C(NCCc1ccc(Cl)cc1)C1CCN(S(=O)(=O)c2ccc(Br)s2)CC1 | -4
O=C(Nc1nnc(-c2ccccc2)s1)c1cccc(S(=O)(=O)N2CCOCC2)c1 | -6
CCOC(=O)NC(Nc1ccc(S(N)(=O)=O)cc1)(C(=O)OCC)C(F)(F)F (centres undefined) | -10

Later entries
SMILES	NRP1-CendR mod	Neddylation inh	eLon inh	SKN-1 block	MsrA inh	bovine MsrA act	Rin1 Abl inh	FAS-TE inh	MT1-MMP act inh
O=C(Cn1ncc2c(=O)oc3ccccc3c21)NCC1COc2ccccc2O1 (centres undefined)	-9	i	0	-3	0.1	-12	-1	9	-1
Cc1c(Cl)cccc1NC(=S)N1CCN(Cc2ccc3c(c2)OCO3)CC1	-6	i	-7	-9	-1.1	-3	-1	-4	4
Cc1cccc(N2C(=O)C3C4C=CC(C4)C3C2=O)c1 (centres undefined)	-2	i	-6	6	-0.6	0	1	-4	1
COC(=O)c1ccc2c(=O)n(CCN3CCOCC3)c(SCC(=O)Nc3ccccc3OC)nc2c1	8	i	-3	16	0.0	0	-2	7	-3
Cc1nc2ccc(NC(=O)c3ccco3)cc2nc1C	-2	i	0	8	-0.1	-4	5	-5	-2
O=C(O)CSc1ccc2nnc(-c3cccnc3)n2n1	-1	i	-1	-4	0.8	-10	1	-12	-2
CCOC(=O)c1c(-c2ccc(C)cc2)csc1NC(=O)c1cc2ccccc2oc1=O	4	i	-1	-12	1.4	-3	-1	2	0
COc1ccccc1CNC(=O)COC(=O)c1ccc(C)c(S(=O)(=O)N2CCOCC2)c1	-8	i	8	22	-1.7	-2	0	-3	2
CCc1ccc(CN2CCCC(CNC(=O)c3cc(OC)cc(OC)c3)C2)cc1 (centres undefined)	-16	i	0	-4	0.6	-1	2	-1	3
Cc1cccc(C(=O)NCC(=O)OCC(=O)c2ccc(Cl)s2)c1	-8	i	-8	-1	0.6	-5	0	3	-3
CCCOc1ccc(CCC(=O)N/N=C/c2ccc([N+](=O)[O-])o2)cc1	-3	i	-22	1	2.3	-3	2	10	4
COc1ccc(Cc2n[nH]c(=S)o2)cc1	-3	i	7	-13	-0.8	-1	1	3	1
NS(=O)(=O)c1cccc(NC(=O)Nc2ccccc2)c1	11	i	-13	-7	-1.5	-2	3	-2	2

Single values from the results shown:
NS(=O)(=O)c1cccc(NC(=O)Nc2ccccc2)c1 | bovine MsrA act: -2
CCCOc1ccc(CCC(=O)N/N=C/c2ccc([N+](=O)[O-])o2)cc1 | MT1-MMP act inh: 4

Assay outcomes (PubChem)
